Assay outcomes from PubChem BioAssay.
N370S GC: inhibitors or activators of N370S glucocerebrosidase for Gaucher disease | Potency, µM (titrated, usually from 59.4 µM), for the others: at the top dose activity change, negative = inhibition, most hits filed as inhibitors | actives 0.092% (n = 330,000) | N370S GC spleen homogenate, 4MU-glucoside fluorescence | P04062;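 note: 0% = full enzyme activity and -100% = no enzyme basal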
FEN1 inh: inhibitors of human flap endonuclease 1; Potency, µM (highest dose often 114 µM), for the others: at the highest dose activity change, negative = inhibition, hits mostly inhibitors; actives 0.35% (n = 390,000); P39748; Recombinant FEN1 flap cleavage, fluorescence, 15 min; note: nearly all actives have a fitted effect of over 65% in size
Target sequence (P39748 whole entry, looked up): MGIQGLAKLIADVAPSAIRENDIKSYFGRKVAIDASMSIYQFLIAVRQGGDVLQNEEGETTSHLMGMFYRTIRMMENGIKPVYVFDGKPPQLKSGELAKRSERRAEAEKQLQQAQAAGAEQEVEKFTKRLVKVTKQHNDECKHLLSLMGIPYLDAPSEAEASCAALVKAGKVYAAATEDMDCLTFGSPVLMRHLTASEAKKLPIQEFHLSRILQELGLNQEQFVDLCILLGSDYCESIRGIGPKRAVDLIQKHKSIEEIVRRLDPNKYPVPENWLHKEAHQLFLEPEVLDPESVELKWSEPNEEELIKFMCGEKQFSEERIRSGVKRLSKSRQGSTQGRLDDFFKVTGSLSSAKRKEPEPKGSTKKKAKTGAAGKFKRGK
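Recombinant FEN1 (10 nM) was preincubated with pin-transferred compounds for 15 min at room temperature, then flap DNA substrate (50 nM final) was added. Plates were read at 0 and 15 min, and normalized concentration–response data were fitted to a four-parameter Hill equation.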
TDP1 inh: TDP1 (human) enzyme inhibition | AID 485290 | recombinant TDP1, AlphaScreen DNA substrate cleavage | Potency, µM (series often up to 130 µM), without a hit: at the top dose activity change, negative = inhibition, most hits filed as inhibitors | Q9NUW8 | actives 0.28% (n = 350,000); note: nearly all actives have a fitted effect of over 40% in size
Target sequence (Q9NUW8 whole entry, looked up): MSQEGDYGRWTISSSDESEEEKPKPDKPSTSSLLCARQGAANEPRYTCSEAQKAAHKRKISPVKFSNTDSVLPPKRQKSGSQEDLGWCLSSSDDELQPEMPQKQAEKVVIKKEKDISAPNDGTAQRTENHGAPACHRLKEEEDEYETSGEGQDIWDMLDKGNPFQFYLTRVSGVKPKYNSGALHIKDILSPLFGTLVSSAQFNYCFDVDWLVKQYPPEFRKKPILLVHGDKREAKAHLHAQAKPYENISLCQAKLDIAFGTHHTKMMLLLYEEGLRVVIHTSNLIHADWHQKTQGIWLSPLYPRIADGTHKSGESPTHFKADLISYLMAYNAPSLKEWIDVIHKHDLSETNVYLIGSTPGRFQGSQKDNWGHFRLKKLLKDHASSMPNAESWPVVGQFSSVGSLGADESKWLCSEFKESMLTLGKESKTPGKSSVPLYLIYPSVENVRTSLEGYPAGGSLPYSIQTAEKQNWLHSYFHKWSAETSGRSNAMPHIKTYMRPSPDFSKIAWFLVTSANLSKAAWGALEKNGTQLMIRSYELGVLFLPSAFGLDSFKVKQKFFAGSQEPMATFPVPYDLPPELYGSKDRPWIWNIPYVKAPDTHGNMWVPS
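Enzyme-compound mixtures sat 15 min at room temperature, followed by a 5 min reaction with 15 nM final substrate and 10 min with AlphaScreen beads. Recombinant human Tdp1 was used at 1 nM final.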
* = called active by the depositor; ? = inconclusive; . = not tested or not shown; [ ] = remark or other dose. Calls come from the whole dose curve; as a rule, active = well fitted curve in the direction sought with a large enough effect; inconclusive = small, poorly fitted or top-dose-only effect, or another doubt; inactive = no such curve, though single readings can be large; an effect the other way counts as inactive or inconclusive. Unless noted, % is set by controls: 0 for no effect and ±100 for the full control effect; potency is the fitted concentration of half-maximal effect.

SMILES	N370S GC	FEN1 inh	TDP1 inh
O=[N+]([O-])c1ccc(C2=NN(CCO)C(=Nc3ccc(OC(F)(F)F)cc3)SC2)cc1	-11.4%	-23.3%	11.4%
Cc1ccc(NS(=O)(=O)c2c(C)[nH]c(C)c2C(=O)N2CCCCC2)cc1F	-1.4%	-5.5%	3.9%
COc1cc2ncc(S(=O)(=O)c3ccccc3)c(N3CCCC(C)C3)c2cc1OC (configuration not stated)	22.8%	?	.
Cn1c(CCc2ccccc2)nnc1SCC(N)=O	-3.8%	-3.8%	.
CCN(CC)C(=O)N1c2ccccc2CC(N(CC)CC)c2ccccc21 (configuration not stated)	-3.0%	-0.5%	3.9%
Cc1ccc(S(=O)(=O)N(C)C)cc1NC(=O)COC(=O)CNC(=O)c1cccs1	-0.8%	-1.8%	-0.7%
CC(NC(=O)c1cc(-c2cccnc2)nc2ccc(Br)cc12)C1CCCO1 (configuration not stated)	-1.6%	3.3%	1.2%
COCC(=O)Nc1nnc(Cc2ccc(OC)cc2)s1	-2.8%	0.0%	1.7%
O=C(NCc1ccco1)c1cccc(NC(=O)c2ccccc2)c1	6.1%	3.6%	9.1%
CCOc1ccc(CC(=O)Nc2c(C(=O)c3ccc(F)cc3)oc3ccc(Cl)cc23)cc1OCC	.	20.1%	4.5%
COc1cccc(-c2nn(-c3ccc(C)cc3)cc2C(=O)NCC2CCCO2)c1 (configuration not stated)	-6.5%	-1.2%	-0.2%
O=C1N[C@H](Cc2c[nH]c3ccccc23)COC(=O)[C@H](Cc2ccc(F)cc2)C/C=C\C[C@H]1CC(=O)N(CCO)Cc1ccccc1	.	6.7%	3.4%
Cc1cc(/C=N/n2cnnc2)c(O)c([N+](=O)[O-])c1	7.1%	1.5%	2.7%
CC(=O)N(CCCN(C)C)Cc1ccccn1	6.1%	-6.9%	-2.4%
CN(C)CCCNC(=S)/N=c1\sccn1Cc1ccccc1Cl	-16.8%	0.5%	4.3%
CNC(=S)N/N=C(\C)c1ccc(N2CCOCC2)cc1	-2.4%	11.6%	5.4%
CC1(C)CC(=O)C=C(/C=C/c2ccccc2)C1	.	-3.2%	0.0%
COCCC(=O)N1CCC(Oc2ccc(C(=O)N(C)C3CCCCC3)cc2)CC1	-3.4%	-8.1%	.
CCN(c1ccccc1)S(=O)(=O)c1ccc(C(=O)N2CCN(c3ccccc3)CC2)cc1	.	-8.8%	2.2%
COc1ccc(OC)c(CN2CCN(Cc3cc(OC)c(OC)c(OC)c3)CC2)c1	?	3.0%	.
CC1Cn2c(C(=O)NCc3cccc(Br)c3)cc3cccc(c32)S1 (configuration not stated)	.	-15.0%	-8.5%
COc1ccc(S(=O)(=O)N2CCOC2CNC(=O)C(=O)NCc2ccc(F)cc2)cc1 (configuration not stated)	-7.4%	12.2%	4.1%
CCN(CC)CCNC(=O)c1ccccn1	-9.2%	3.0%	6.2%
CCS(=O)(=O)c1oc(-c2ccc(F)cc2)nc1S(=O)(=O)c1ccc(Br)cc1	.	3.5%	7.4%
COc1ccc(NC(=O)CSc2ncc(-c3ccc(F)cc3)n2Cc2ccco2)cc1	2.1%	-22.2%	7.5%

19 entries out of the list, arranged by formula weight, largest number first:
SMILES	N370S GC	FEN1 inh	TDP1 inh
O=C1N[C@H](Cc2c[nH]c3ccccc23)COC(=O)[C@H](Cc2ccc(F)cc2)C/C=C\C[C@H]1CC(=O)N(CCO)Cc1ccccc1	.	6.7%	3.4%
COc1ccc(S(=O)(=O)N2CCOC2CNC(=O)C(=O)NCc2ccc(F)cc2)cc1 (configuration not stated)	-7.4%	12.2%	4.1%
CCN(c1ccccc1)S(=O)(=O)c1ccc(C(=O)N2CCN(c3ccccc3)CC2)cc1	.	-8.8%	2.2%
Cc1ccc(S(=O)(=O)N(C)C)cc1NC(=O)COC(=O)CNC(=O)c1cccs1	-0.8%	-1.8%	-0.7%
COc1ccc(NC(=O)CSc2ncc(-c3ccc(F)cc3)n2Cc2ccco2)cc1	2.1%	-22.2%	7.5%
COc1cc2ncc(S(=O)(=O)c3ccccc3)c(N3CCCC(C)C3)c2cc1OC (configuration not stated)	22.8%	?	.
CC(NC(=O)c1cc(-c2cccnc2)nc2ccc(Br)cc12)C1CCCO1 (configuration not stated)	-1.6%	3.3%	1.2%
COc1ccc(OC)c(CN2CCN(Cc3cc(OC)c(OC)c(OC)c3)CC2)c1	?	3.0%	.
COCCC(=O)N1CCC(Oc2ccc(C(=O)N(C)C3CCCCC3)cc2)CC1	-3.4%	-8.1%	.
CC1Cn2c(C(=O)NCc3cccc(Br)c3)cc3cccc(c32)S1 (configuration not stated)	.	-15.0%	-8.5%
Cc1ccc(NS(=O)(=O)c2c(C)[nH]c(C)c2C(=O)N2CCCCC2)cc1F	-1.4%	-5.5%	3.9%
CN(C)CCCNC(=S)/N=c1\sccn1Cc1ccccc1Cl	-16.8%	0.5%	4.3%
O=C(NCc1ccco1)c1cccc(NC(=O)c2ccccc2)c1	6.1%	3.6%	9.1%
COCC(=O)Nc1nnc(Cc2ccc(OC)cc2)s1	-2.8%	0.0%	1.7%
CNC(=S)N/N=C(\C)c1ccc(N2CCOCC2)cc1	-2.4%	11.6%	5.4%
Cn1c(CCc2ccccc2)nnc1SCC(N)=O	-3.8%	-3.8%	.
Cc1cc(/C=N/n2cnnc2)c(O)c([N+](=O)[O-])c1	7.1%	1.5%	2.7%
CC1(C)CC(=O)C=C(/C=C/c2ccccc2)C1	.	-3.2%	0.0%
CCN(CC)CCNC(=O)c1ccccn1	-9.2%	3.0%	6.2%

Further compounds follow:
SMILES	N370S GC	FEN1 inh	TDP1 inh
CCc1ccc(NC(=O)Cn2c(=O)n(CCCC(=O)NCc3ccco3)c(=O)c3ccccc32)cc1	4.3%	8.6%	-6.8%
CCOC(=O)/C=C/C(=O)Nc1ccc(S(=O)(=O)N2CCc3ccccc32)cc1	-1.0%	-16.5%	.
CCc1ccccc1NC(=O)c1cc(S(=O)(=O)N2CCc3ccccc32)cn1C	-3.9%	-0.6%	.
Cc1nc(C(=O)NNC(=O)Nc2ccccc2)cs1	-0.1%	0.1%	.
Cc1csc(NC(=O)c2cc3c(s2)CCCC3)n1	-21.8%	0.5%	-1.0%
Cc1ccc(C)c(C2NC(=O)c3ccccc3N2)c1 (configuration not stated)	-12.6%	18.6%	.
CCn1c(=O)cc(OCC(=O)N2CCCC2)c2ccccc21	-2.9%	2.1%	4.9%
COc1ccc(-n2ncc3c(NCC(C)C)ncnc32)cc1	6.5%	-3.5%	-0.2%
CC(NC(=O)C1C2C=CC(C2)C1C(=O)O)c1ccccc1 (configuration not stated)	11.3%	13.1%	1.1%
CCOC(=O)c1cc(NC(=O)c2ccc(C)cc2)c(=O)oc1-c1ccccc1	9.1%	-4.9%	0.0%
O=C(NCCc1ccccc1)c1ccc2nc(N3CCCCC3)sc2c1	.	6.2%	2.5%
CCOC(=O)c1ccc(NC(=S)NCCc2ccccc2)cc1	9.2%	-15.6%	7.3%
O=S(=O)(Nc1nc2ccccc2nc1N1CCc2ccccc2C1)c1ccc(Br)cc1	-0.3%	-6.7%	-2.8%
Cc1ccc2c(CC(=O)N(CC3CCCO3)c3c(N)n(Cc4ccccc4)c(=O)[nH]c3=O)coc2c1 (configuration not stated)	-20.5%	1.4%	-5.7%
c1ccc(-c2nc(-c3cccnc3)n[nH]2)cc1	21.2%	.	0.0%
Cc1ccc2scc(N3CCCCC3C)c(=O)c2c1 (configuration not stated)	.	-8.6%	4.1%
Cc1cc(NC(=O)n2ncc3c(C)cccc32)ccc1Br	.	-1.7%	11.4%
CO/N=C1/[C@H]2O[C@@H]2[C@@H](O)[C@H]2[C@H]1CCn1c(=O)n(-c3ccccc3)c(=O)n12	-21.1%[12.8 µM]	.	1.6%[21 µM]
Cc1ccc(OCC(=O)Nc2cc(S(=O)(=O)N3CCOCC3)ccc2N2CCCC2)cc1	-21.3%	-7.6%	0.8%
COc1ccc(C2CC(c3ccccc3Br)=NN2c2ccc(S(N)(=O)=O)cc2)cc1 (configuration not stated)	.	2.9%	-6.2%[56.1 µM]
CCn1cc(/C=C(/C#N)S(=O)(=O)c2ccccc2)cn1	-8.5%	-3.0%	11.4%
O=C(CS(=O)(=O)c1cn(Cc2cccc(F)c2)c2ccccc12)N1CCOCC1	2.2%	-11.0%	2.9%
Cc1c2cnn(CC(=O)NCCCN3CC(C)CC(C)C3)c(=O)c2c(C)n1Cc1ccccc1Cl (configuration not stated)	-19.7%	11.3%	3.6%
CCSc1nc2c(c(=O)[nH]c(=O)n2C)n1CC(O)COc1ccc(Cl)cc1 (configuration not stated)	.	2.2%	0.4%[12.3 µM]
COc1ccc(Cl)cc1NC(=O)CN(C)CC(=O)Nc1ccc(S(N)(=O)=O)cc1	-16.9%	12.7%	12.7%

(continued)
SMILES	N370S GC	FEN1 inh	TDP1 inh
CSC1=NCCN1C(=O)c1cccs1	0.0%	1.5%	3.9%
O=C(COC(=O)c1ccc[nH]c1=O)Nc1ccc(N2CCCCC2)cc1	.	23.6%	1.0%
CC(C)NC(=O)Cn1nc(N2CCN(c3ccccc3)CC2)ccc1=O	.	-0.4%	2.6%
C=CCNC(=O)COc1ccc(Br)cc1Cl	8.9%	-11.0%	-4.2%
Cc1nc([N+](=O)[O-])cn1CC(O)c1ccccc1 (configuration not stated)	-1.5%	-5.5%	4.1%
COc1ccc(-c2c(-c3cc(OC)cc(OC)c3)n(C)c3ccc(Br)cc23)cc1	.	-1.2%	1.4%
OC(CN1C2=NCCCN2c2ccccc21)c1ccc2c(c1)OCO2 (configuration not stated)	-1.6%	1.2%	1.9%
CNC(=S)N1CCN(c2ccccc2OC)CC1	8.2%	-1.8%	1.0%
O=C(NCc1ccccc1Cl)c1ccc(Cn2c(=O)c3cccn3c3cccnc32)cc1	.	12.1%	5.1%
O=C1C(Br)=Cc2cccc3cccc1c23	6.0%	?	.
C[C@@H]1CN([C@@H](C)CO)C(=O)c2cc(NC(=O)CCC(F)(F)F)ccc2O[C@H]1CN(C)Cc1ccc(Cl)c(Cl)c1	.	-8.0%	1.3%
N#CCSc1nc2c(c(=O)n1Cc1ccco1)C1(CCCC1)Cc1ccccc1-2	12.3%	-16.1%	4.0%
CC(N=c1ccccn1C(=O)Nc1cccc(C(F)(F)F)c1)c1ccco1 (configuration not stated)	6.0%	-18.9%	0.0%
O=C(Nc1nc2c(F)cccc2s1)c1ccc(S(=O)(=O)N2CCOCC2)cc1	.	-7.3%	2.7%
CC(C)c1nc2n(n1)C1(CCCCC1)[C@@H]1CCCC[C@@H]1N2	.	4.4%	4.7%
O=S(=O)(c1ccc(Cl)cc1)c1nnn2c1nc(NC1CCCC1)c1sccc12	.	-26.0%	-2.6%
CCCCCCNC(=O)CCNC(=O)c1cc(OC)c(OC)c(OC)c1	-2.4%	-2.2%	3.9%
CCOC(=O)/C=C/C(=O)OCc1csc(CC(=O)Nc2ccccc2C)n1	-18.1%	10.0%	-5.6%
Fc1cccc(F)c1/C=N/N1CCOCC1	-0.9%	-1.7%	2.3%
CCCCNC(=O)CSc1nc2cc3c(cc2c(=O)n1Cc1ccco1)OCO3	16.3%	1.9%	1.2%
Cc1ccc(C)c(OCCC(=O)OCC(=O)NC2CC2)c1	-2.8%	2.0%	-2.6%
CCCOc1cccc(-c2cc(C(=O)NN)c3ccccc3n2)c1	9.3%	-4.8%	8.9%
COc1ccc(C(=O)NCc2cnn(C)c2C)cc1OC1CCN(C(C)C)CC1	-7.2%	-2.1%	1.5%
COc1ccccc1-n1c(SCC(=O)NCc2ccc3c(c2)OCO3)nc2cc([N+](=O)[O-])ccc21	-9.8%	11.4%	8.3%
Cc1ccc(C(=O)NNS(=O)(=O)c2ccccc2[N+](=O)[O-])cc1	4.4%	-1.4%	-5.5%

(list continues)
SMILES	N370S GC	FEN1 inh	TDP1 inh
Oc1ccc(/C=N/n2c3ccccc3c3ccccc32)cc1	17.2%	3.3%	5.7%
COc1ccc(CNC(=O)C(OC(=O)c2ccco2)c2ccccc2F)cc1 (configuration not stated)	-2.3%	1.1%	0.7%
CC(OC(=O)C1=NNC(=O)CC1)C(=O)Nc1ncc(Cl)cc1Cl (configuration not stated)	-3.9%	18.2%	-1.3%
O=C(NCC(c1cccnc1)N1CCc2ccccc2C1)C(=O)Nc1ccc(Cl)cc1 (configuration not stated)	.	0.2%	3.9%
CCOC(=O)C1(Cc2cccc(Cl)c2)CCCN(C(=O)C(C)(C)C)C1 (configuration not stated)	-5.3%	14.5%	-1.1%
Cc1ccc2nc(C(=O)N3CCCC(Nc4ccc(F)cc4)C3)cn2c1 (configuration not stated)	-25.4%	5.4%	4.0%
Cc1ccc(C(=O)Nc2ccc(N3CCCC3)cc2)c(C)c1	-4.6%	9.0%	.

An unsorted share of the library; overall some 0.57% were active at least once.
